SR-BI uptake up: enhances SR-BI lipid uptake from DiI-HDL | CHO ldlA[mSR-BI] cells, DiI-HDL uptake fluorescence, 3 h; 100 = double the neutral-control signal | activation, % at 12.5 µM | actives 0.096% (n = 320,000);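 active = mean replicate activation of at least 60% and every replicate at or above 60%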;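 also: 0% = median plate neutral-control signal and 100% = twice that signal; values of inactives mirror those of a sister screen read the other way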
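Test system: SR-BI-overexpressing, LDLR-lacking CHO cells; Also added: labelled HDL, 10 µg/mL; Measured by: bottom-read cell fluorescence after medium removal, ex 550/em 595 nm; Timing: 3 h uptake period with compound, 37 °C; Buffer or medium: F12, 0.5% BSA, 25 mM HEPES; Doses: single compound concentration, delivered by pin transfer.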
SR-BI DiI inh: inhibitors of mouse SR-BI mediated HDL lipid uptake. AID 488896. actives 0.96% (n = 320,000). inhibition, % at 12.5 µM. Q61009. ldlA[mSR-BI] CHO cells, DiI-HDL uptake fluorescence, 3 h;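 active = mean replicate inhibition of at least 70% and a set share of replicates each scoring 70 or more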;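 also: 0% = median of neutral control wells and 100% = median of positive control wells; values of inactives mirror those of a sister screen read the other way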
PvdQ acylase: P. aeruginosa PvdQ acylase inhibition | inhibition, % at 10 µM | actives 0.063% (n = 340,000) | AID 488965 | purified PvdQ acylase, fluorescence plate reader; in the data active = inhibition above about 30%, passing the limit was not always enough;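 also: 0% = vehicle neutral wells and 100% = reference inhibitor wells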
CAL PDZ FP-1: CAL PDZ (human) peptide binding inhibition | actives 0.92% (n = 300,000) | Q9HD26 | purified CAL PDZ, TMR-peptide fluorescence polarization, 1 h | AID 602252 | inhibition, % at 24.9 µM;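 active = mean inhibition of at least 30% with at least half of replicates also reaching 30%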;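 also: 0% = DMSO neutral control and 100% = excess unlabeled competitor peptide PRC23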
PfHsp90 set2: growth inhibition of yeast expressing Plasmodium Hsp90; S. cerevisiae expressing PfHsp90, BacTiter-Glo ATP, 48 h; yeast lacking PDR1 and PDR3 efflux regulators; actives 0.32% (n = 310,000); inhibition, % at 9.4 µM; AID 504621;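 active = every replicate shows inhibition above about 80%, whatever the replicate mean, limit read from the data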;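 also: 0% = DMSO neutral controls and 100% = 20 µM radicicol positive controls; yeast relying on Plasmodium falciparum Hsp90 in place of its own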
NSD2 HMT inh: inhibitors of human histone methyltransferase NSD2 | O96028 | NSD2 peptide methylation, AlphaScreen, 120 min | inhibition, % at 12.5 µM | actives 0.54% (n = 310,000) | AID 743445; in the data active = inhibition above about 50%
Target sequence (O96028 whole entry, looked up): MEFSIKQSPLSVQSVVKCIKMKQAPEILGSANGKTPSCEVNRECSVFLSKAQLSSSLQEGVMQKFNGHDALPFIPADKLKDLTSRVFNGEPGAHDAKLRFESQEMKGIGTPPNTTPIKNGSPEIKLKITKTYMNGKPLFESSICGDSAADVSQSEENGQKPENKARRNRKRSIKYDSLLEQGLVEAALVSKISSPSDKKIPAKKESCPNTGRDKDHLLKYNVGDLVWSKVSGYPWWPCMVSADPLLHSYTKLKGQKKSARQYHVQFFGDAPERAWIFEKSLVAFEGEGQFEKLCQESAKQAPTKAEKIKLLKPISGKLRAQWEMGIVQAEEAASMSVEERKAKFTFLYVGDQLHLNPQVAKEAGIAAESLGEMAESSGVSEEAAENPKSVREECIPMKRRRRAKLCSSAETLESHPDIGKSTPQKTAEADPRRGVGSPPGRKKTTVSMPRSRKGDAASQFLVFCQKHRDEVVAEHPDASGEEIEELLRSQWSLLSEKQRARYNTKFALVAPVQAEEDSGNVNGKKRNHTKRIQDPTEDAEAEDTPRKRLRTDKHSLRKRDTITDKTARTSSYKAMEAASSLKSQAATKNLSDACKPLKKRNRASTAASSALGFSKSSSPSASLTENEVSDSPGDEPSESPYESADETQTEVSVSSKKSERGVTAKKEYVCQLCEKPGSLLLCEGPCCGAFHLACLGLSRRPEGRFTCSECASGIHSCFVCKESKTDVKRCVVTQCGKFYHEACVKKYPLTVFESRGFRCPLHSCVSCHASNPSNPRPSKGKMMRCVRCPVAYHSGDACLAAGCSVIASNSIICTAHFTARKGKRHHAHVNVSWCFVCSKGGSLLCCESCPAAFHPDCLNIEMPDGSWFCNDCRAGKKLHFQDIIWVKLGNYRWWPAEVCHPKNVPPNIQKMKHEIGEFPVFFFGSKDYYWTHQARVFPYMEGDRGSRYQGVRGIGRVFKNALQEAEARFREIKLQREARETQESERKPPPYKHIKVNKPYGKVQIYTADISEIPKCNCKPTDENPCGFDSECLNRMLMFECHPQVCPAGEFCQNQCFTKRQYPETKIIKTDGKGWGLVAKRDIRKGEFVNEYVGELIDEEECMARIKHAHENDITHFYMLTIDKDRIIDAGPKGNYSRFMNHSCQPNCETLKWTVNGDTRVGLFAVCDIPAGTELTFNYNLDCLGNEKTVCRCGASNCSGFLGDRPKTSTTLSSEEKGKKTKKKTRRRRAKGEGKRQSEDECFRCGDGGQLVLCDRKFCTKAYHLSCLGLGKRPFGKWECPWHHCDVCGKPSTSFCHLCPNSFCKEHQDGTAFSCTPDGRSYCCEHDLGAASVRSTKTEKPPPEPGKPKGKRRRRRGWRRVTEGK
CAL PDZ FP-2: inhibitors of human CAL PDZ peptide binding; purified CAL PDZ, TMR-peptide fluorescence polarization, 1 h; Q9HD26; inhibition, % at 20 µM; AID 504414; actives 0.02% (n = 330,000);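 active = highest replicate inhibition of at least 40%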;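 also: plate controls were DMSO neutral control wells for no effect and unlabeled competitor peptide control wells for full effect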
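System: tagged CAL PDZ domain. Schedule: 1 h room-temperature incubation prior to read. Signal: fluorescence polarization (mP). Measure: percent inhibition from loss of millipolarization.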
MITF act: increases MITF-driven TRPM1 promoter luciferase signal. SK-MEL-5 TRPM1-promoter luciferase, 24 h; % of positive control, neutral wells = 0. actives 0.75% (n = 300,000). activation, % at 12.5 µM. AID 588334;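 active = mean activation of at least 80% with every replicate also reaching 80%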;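 also: 0% = neutral control wells and 100% = parthenolide positive control wells; values of inactives mirror those of a sister screen read the other way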
Rtt109 HAT inh: blocks Candida albicans Rtt109/Vps75 acetyltransferase activity; purified Rtt109/Vps75, ThioGlo CoA-SH fluorescence, 4 h; inhibition, % at 34.9 µM; actives 0.16% (n = 330,000);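 active = inhibition of at least 50% in every replicate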
dFosB activator: enhances mouse delta FosB homodimer DNA binding | activation, % at 25 µM | AID 493131 | purified delta FosB, TAMRA-CDK5 oligo fluorescence polarization; percent of positive-control signal above neutral wells | actives 0.99% (n = 340,000) | P13346;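 active = mean activation above about 17%, with every replicate also reaching it, limit read from the data, passing the limit was not always enough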;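 also: fluorescence polarization rise as delta FosB binds a TAMRA Cdk5 AP-1 oligo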
An asterisk follows results filed as active; · = no result given.

SMILES	SR-BI uptake up	SR-BI DiI inh	PvdQ acylase	CAL PDZ FP-1	PfHsp90 set2	NSD2 HMT inh	CAL PDZ FP-2	MITF act	Rtt109 HAT inh	dFosB activator
Cc1ccc(N(C(=O)CS(=O)CC(=O)Nc2ccc(F)cc2)C(C(=O)NC2CCCCC2)c2ccco2)cc1 (configuration not stated)	-10	10	-14	-1	25	0	-1.0	-11	5	-20
CC(C)(C)NC(=O)NC(=O)CN1CCN(c2ccc(O)cc2)CC1	-4	4	-8	-1	·	4	-0.6	-10	-1	4
COc1cccc(CNC(=O)C2CCN(S(=O)(=O)N3CCCCC3)CC2)c1	2	-2	-4	·	·	-4	-2.3	1	0	-9
CC(NC(=O)C1CCCN(S(=O)(=O)c2cnc[nH]2)C1)c1ccccc1 (configuration not stated)	18	-18	-1	·	-6	·	0.8	2	6	7
COc1ccc(-c2nc3ncccn3c2Br)cc1	0	0	2	0	4	24	-3.1	25	-13	-11
OCCC1CN(Cc2ccc3c(c2)CCO3)CCN1C1CCCC1 (configuration not stated)	14	-14	-15	-8	-14	3	9.9	1	-8	2
Cc1cc2c(c(=O)n1Cc1cccnc1)C(c1ccc(F)cc1)C(C#N)=C(N)O2 (configuration not stated)	-5	5	-15	-6	-30	-4	-0.7	-7	1	-1
Cc1ccc2[nH]c(=O)c(CN(CC3CCCO3)C(=S)NCc3ccco3)cc2c1 (configuration not stated)	25	-25	-1	3	-5	7	-2.0	4	20	-9
CCOC(=O)c1ccc(Oc2nc(NC)nc(OC)n2)cc1	-27	27	4	-3	·	-5	-1.0	·	19	-1
O=C(NCCc1ccccc1Cl)C1CCN(S(=O)(=O)c2cccs2)CC1	-23	23	6	-2	3	4	-3.6	4	-1	-8
Cc1ccc(C(=O)OCC(=O)c2cc(C)n(CC3CCCO3)c2C)cc1 (configuration not stated)	-8	8	-13	-8	19	3	-2.3	60	0	0
Cc1ccc2oc(C(=O)N3CCN(Cc4ncccc4C)CC3)c(C)c2c1	-27	27	-16	3	10	1	-1.5	4	9	-17
CC(=O)c1sc(NC(=O)c2cnc(Cl)c(Cl)c2)nc1C	-5	5	8	-1	8	4	-2.6	31	·	-11
S=C(NCCCn1ccnc1)Nc1cccc(Cl)c1	7	-7	-8	-18	·	0	-1.1	-14	-8	-2
CN(CC1COc2ccccc2O1)C(=O)CSc1ncnc2sccc12 (configuration not stated)	11	-11	-10	-6	7	0	-2.4	2	6	-14
CCN(c1ccccc1)S(=O)(=O)c1nnc(NC(=O)CC(C)C)s1	36	-36	5	-6	-4	-1	-1.0	-10	4	-3
CCOc1cc(C#N)c(NC(=O)c2ccco2)cc1OCC	-18	18	-3	7	7	-1	-1.9	·	23	-2
CCc1ccccc1NC(=O)CSc1nc2n[nH]c(C)c2c(=N)n1-c1ccc(OC)cc1	13	-13	-12	-9	1	1	-3.2	·	-19	15
CCC(NC(=O)c1cc(COc2ccc(C)nc2)on1)c1ccc(C)cc1 (configuration not stated)	7	-7	5	-6	-23	-4	-1.5	-15	7	-12
CCCSCCCNC(=O)c1ccc(C)c(NC(=O)C2=C(C)OCCS2)c1	-32	32	-16	·	-15	1	-2.7	-5	6	-4
COc1ccc(NC(=O)CN(C)C(=O)c2oc3c(ccc4ccccc43)c2C)cc1	-14	14	-5	-3	2	-2	-1.9	-13	4	-8
O=C(O)c1ccc(NCc2ccncc2)cc1	4	-4	-8	·	-19	5	-11	-3	5	-5
CC(C)(C)c1ccc(-n2ncc3c2CCCC3NC(=O)c2csnn2)cc1 (configuration not stated)	-32	32	5	-4	-6	-3	-3.0	1	2	-1
Cc1[nH]c2ccccc2c1C(=O)COC(=O)C1CC(=O)N(Cc2ccco2)C1 (configuration not stated)	9	-9	15	-2	25	3	-1.4	-4	-5	2
CC1CC(C)CN(CCCNC(=O)c2ccc3c(SCC(=O)O)c4c(nc3c2)CCC4)C1 (configuration not stated)	7	-7	-8	-4	-12	3	0.1	14	0	-6
SMILES	SR-BI uptake up	SR-BI DiI inh	PvdQ acylase	CAL PDZ FP-1	PfHsp90 set2	NSD2 HMT inh	CAL PDZ FP-2	MITF act	Rtt109 HAT inh	dFosB activator
Cn1c(N)c(C(=O)CSc2nnc(C3CC3)n2Cc2ccccc2)c(=O)n(C)c1=O	10	-10	-14	·	·	1	-1.3	-1	1	-5
Cn1c(SCC(=O)c2ccccc2)nnc1-c1cccs1	·	·	-3	-6	2	4	0.0	60	10	-8
CC1(C)C(=O)OC(c2cccs2)C(C)(C)C1=O (configuration not stated)	12	-12	-12	-1	9	-1	-0.7	·	18	4
O=C(NC(=S)Nn1cnc2c(cnn2-c2ccccc2)c1=O)c1ccc(Cl)cc1	4	-4	-15	-2	4	2	-2.7	3	10	0
CCOc1cc2c(cc1/C=C/C(=O)O)OC(C)C2 (configuration not stated)	6	-6	-11	-1	-15	1	-0.1	2	2	-2
Cc1sc2nc(COC(=O)c3c(F)cccc3F)[nH]c(=O)c2c1C	-9	9	-7	·	-18	-2	-1.7	10	4	-3
Cc1nn(Cc2ccccc2)c(Cl)c1C(=O)OCC(=O)NC(=O)NC12CC3CC(CC(C3)C1)C2	-6	6	-18	1	11	-4	-1.2	-6	6	2
O=C(CN1CCN(Cc2ccccc2)CC1)Nc1cccc(Cl)c1	-2	2	-3	·	-8	0	-2.4	·	-1	3
O=C(NCc1ccccc1Cl)C1CCC(=O)N(C2CCCC2)C1 (configuration not stated)	5	-5	-11	2	-2	-2	-0.7	8	4	1
CCOc1ccc2nc(N3CCCC(C(=O)N4CCN(CC)CC4)C3)sc2c1 (configuration not stated)	-6	6	-11	·	20	·	-0.1	9	-3	-6
O=C(CSc1ncn[nH]1)Nc1ccc(OCc2ccccc2)cc1	15	-15	1	·	-5	-5	-1.2	25	28	0
O=C(O)c1ccccc1C(=O)NC1CCCCNC1=O (configuration not stated)	13	-13	0	0	-17	-2	0.4	9	1	-3
CC(NC(=O)C1CCN(S(=O)(=O)c2ccc3c(c2)NC(=O)CO3)CC1)c1ccccc1 (configuration not stated)	24	-24	-28	-2	-1	0	-2.2	-5	-11	-2
O=c1[nH]n2c(=O)c3c([nH]c2c1N=Nc1cccc(C(F)(F)F)c1)CCCC3	-14	14	2	6	3	125*	-1.8	·	-6	2
Cc1ccc(NC(=O)N2CCC(O)(c3cccnc3)CC2)cc1	-6	6	-9	-7	9	8	-0.6	-1	7	-14
CCOC(=O)C1=C(CS(=O)(=O)c2ccccc2)NC(=O)NC1c1ccccc1OCC (configuration not stated)	·	·	-4	·	0	·	-2.4	2	-7	0
CCCNc1c(NS(=O)(=O)c2ccc(C)c(C)c2)c(=O)oc2ccccc12	6	-6	-13	-3	23	·	-0.9	-4	6	2
COc1ccc(-c2nc(CSCC(=O)NCc3ccco3)c(C)o2)cc1	-45	45	-4	-1	9	·	-0.9	·	-2	1
COC(=O)CN(c1cccc(F)c1)S(C)(=O)=O	34	-34	-14	-2	19	-2	1.0	10	10	-3
Clc1ccc(OCc2nc(-c3ccccn3)no2)c(Br)c1	-21	21	-6	3	10	·	-0.3	·	2	-13
CCOC(=O)c1ccccc1NC(=O)CSc1nc2ccccc2c(=O)n1CCCN1CCOCC1	-61	61	-11	-3	17	1	-2.8	5	7	-15
C/C(=N\NC(=O)C(N)=O)c1ccc(NC(=O)c2cccs2)cc1	-28	28	-7	3	31	-3	-1.7	64	-7	-11
CCS(=O)(=O)N1Cc2ccccc2CC1C(=O)Nc1nc2c(C)cccc2s1 (configuration not stated)	-36	36	-12	0	-19	14	-1.7	-1	-1	1
Cc1ccc(S(=O)(=O)Nc2ccccc2CNc2ccc(Br)cn2)cc1	-34	34	13	0	-19	0	-2.5	-11	15	1
Cc1cccc(C)c1OCC(=O)NC1CC1	19	-19	-11	-2	-9	0	-1.1	-7	2	-6
CC(C)N(Cc1cn[nH]c1-c1ccc(-c2ccccc2)cc1)Cc1nccn1C	-9	9	-6	-3	13	2	-1.5	28	23	-11
O=C(O)/C=C/c1cn(-c2ccccc2)nc1-c1cc2ccccc2oc1=O	10	-10	5	-6	-1	1	-0.2	30	9	-9

Given with values under each structure: entries from further up.
Every second line gives: SR-BI uptake up | SR-BI DiI inh | PvdQ acylase | CAL PDZ FP-1 | PfHsp90 set2 | NSD2 HMT inh | CAL PDZ FP-2 | MITF act | Rtt109 HAT inh | dFosB activator
- O=C(O)c1ccccc1C(=O)NC1CCCCNC1=O (configuration not stated)
 : 13 | -13 | 0 | 0 | -17 | -2 | 0.4 | 9 | 1 | -3
- CC(NC(=O)C1CCN(S(=O)(=O)c2ccc3c(c2)NC(=O)CO3)CC1)c1ccccc1 (configuration not stated)
 : 24 | -24 | -28 | -2 | -1 | 0 | -2.2 | -5 | -11 | -2
- O=c1[nH]n2c(=O)c3c([nH]c2c1N=Nc1cccc(C(F)(F)F)c1)CCCC3
 : -14 | 14 | 2 | 6 | 3 | 125* | -1.8 | · | -6 | 2
- Cc1ccc(NC(=O)N2CCC(O)(c3cccnc3)CC2)cc1
 : -6 | 6 | -9 | -7 | 9 | 8 | -0.6 | -1 | 7 | -14
- CCOC(=O)C1=C(CS(=O)(=O)c2ccccc2)NC(=O)NC1c1ccccc1OCC (configuration not stated)
 : · | · | -4 | · | 0 | · | -2.4 | 2 | -7 | 0
- CCCNc1c(NS(=O)(=O)c2ccc(C)c(C)c2)c(=O)oc2ccccc12
 : 6 | -6 | -13 | -3 | 23 | · | -0.9 | -4 | 6 | 2
- COc1ccc(-c2nc(CSCC(=O)NCc3ccco3)c(C)o2)cc1
 : -45 | 45 | -4 | -1 | 9 | · | -0.9 | · | -2 | 1
- COC(=O)CN(c1cccc(F)c1)S(C)(=O)=O
 : 34 | -34 | -14 | -2 | 19 | -2 | 1.0 | 10 | 10 | -3
- Clc1ccc(OCc2nc(-c3ccccn3)no2)c(Br)c1
 : -21 | 21 | -6 | 3 | 10 | · | -0.3 | · | 2 | -13
- CCOC(=O)c1ccccc1NC(=O)CSc1nc2ccccc2c(=O)n1CCCN1CCOCC1
 : -61 | 61 | -11 | -3 | 17 | 1 | -2.8 | 5 | 7 | -15
- C/C(=N\NC(=O)C(N)=O)c1ccc(NC(=O)c2cccs2)cc1
 : -28 | 28 | -7 | 3 | 31 | -3 | -1.7 | 64 | -7 | -11
- CCS(=O)(=O)N1Cc2ccccc2CC1C(=O)Nc1nc2c(C)cccc2s1 (configuration not stated)
 : -36 | 36 | -12 | 0 | -19 | 14 | -1.7 | -1 | -1 | 1
- Cc1ccc(S(=O)(=O)Nc2ccccc2CNc2ccc(Br)cn2)cc1
 : -34 | 34 | 13 | 0 | -19 | 0 | -2.5 | -11 | 15 | 1
- Cc1cccc(C)c1OCC(=O)NC1CC1
 : 19 | -19 | -11 | -2 | -9 | 0 | -1.1 | -7 | 2 | -6
- CC(C)N(Cc1cn[nH]c1-c1ccc(-c2ccccc2)cc1)Cc1nccn1C
 : -9 | 9 | -6 | -3 | 13 | 2 | -1.5 | 28 | 23 | -11
- O=C(O)/C=C/c1cn(-c2ccccc2)nc1-c1cc2ccccc2oc1=O
 : 10 | -10 | 5 | -6 | -1 | 1 | -0.2 | 30 | 9 | -9

Screening results: PubChem, Broad Institute
